DUSP1 inh: inhibitors of human MKP-1 phosphatase. P28562. recombinant MKP-1, OMFP hydrolysis fluorescence. inhibition, %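 (compounds tested at a single concentration somewhere between 10 and 100 µM)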. actives 0.15% (n = 65,000). AID 374;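 active = inhibition above about 50%, limit read from the data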;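 note: 0% = DMSO max control wells and 100% = wells with enzyme stopped by NaOH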
Target sequence (P28562 whole entry, looked up): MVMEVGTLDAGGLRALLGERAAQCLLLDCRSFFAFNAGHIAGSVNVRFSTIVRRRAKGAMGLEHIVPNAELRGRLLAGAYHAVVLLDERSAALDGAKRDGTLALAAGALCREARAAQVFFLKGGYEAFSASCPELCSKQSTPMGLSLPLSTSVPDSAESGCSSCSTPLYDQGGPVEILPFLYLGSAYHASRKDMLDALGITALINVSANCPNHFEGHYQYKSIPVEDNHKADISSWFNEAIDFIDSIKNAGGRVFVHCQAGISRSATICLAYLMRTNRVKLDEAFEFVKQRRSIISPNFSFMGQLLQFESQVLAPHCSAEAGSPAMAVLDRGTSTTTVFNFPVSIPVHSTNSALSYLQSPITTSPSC
Hsp90 inh: displaces geldanamycin probe from tumor Hsp90. P07900. NCI-N417 lysate Hsp90, Cy3B-geldanamycin FP displacement. inhibition, % at 30 µM. actives 0.35% (n = 64,000). AID 429;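 active = inhibition above 50%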;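 note: 0% = tracer plus lysate wells and 100% = tracer alone without lysate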
Abs 340nm: absorbance at 340 nm | compound absorbance at 340 nm, fold over control | fold change at 10 µM | 65,000 tested, under 10 active | AID 708;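 active = at 10 µM dose, initial 340 nm absorbance at least 2 fold that of control wells; inactive = change under 2 fold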;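 note: initial absorbance extrapolated from kinetic A340 decline of NADH oxidation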
JNK3 blocker: JNK3 (human) kinase inhibition; P53779; inhibition, % at 8 µM; actives 0.61% (n = 60,000); AID 746; purified JNK3 kinase activity, HTS; in the data active = inhibition above about 17%;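 note: 0% = DMSO and 100% = reference inhibitor; many of its hits are not listed in these tables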
FXIIa inh mix: factor XIIa (human) inhibition, mixture screen; purified FXIIa, fluorogenic substrate, pooled mixtures; inhibition, % at 5 µM; actives 0.2% (n = 62,000); AID 684;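 note: 0% = enzyme without compound and 100% = no enzyme blank; some results filed as inactive read as strong as hits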
MMP-13 inhibitor: MMP13 (human) collagenase inhibition | MMP-13 fTHP FRET cleavage, Mca fluorescence | inhibition, % at 4 µM | actives 0.07% (n = 65,000) | AID 570 | P45452;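 active = inhibition above the mean of compound-free control plate wells plus 3 SD, cut at about 14% in these data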;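 note: 0% = DMSO wells and 100% = wells with reference MMP-13 inhibitor after basal subtraction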
AP ELISA ortho: orthogonal test for alternative complement pathway inhibitors. Human serum alternative complement pathway, LPS-coated ELISA, C3 deposition; tested in compound mixtures. inhibition, % at 5 µM. actives 0.08% (n = 62,000). AID 1235;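 active = inhibition above 30% in each of the two pooled mixtures holding the compound, so the lower value exceeds 30%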;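 note: 0% = serum in Mg-EGTA without compound and 100% = EDTA serum blank; some compounds past the cut are filed as inactive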
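Assay system: human serum alternative complement pathway, C3 deposition on LPS-coated wells; Dosing: 5 µM per compound in ten-compound mixtures; Detection: Anti-C3 ELISA, OD 450 nm; Buffer or medium: Mg2+-EGTA GVB++ buffer containing human serum at 1:15 dilution; Timing: 1 h at 37 °C; Replication: two different pools per compound.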
FXIa mix inh: factor XIa (human) inhibition, mixture screen | P03951 | purified FXIa, fluorogenic substrate, pooled mixtures | inhibition, % at 5 µM | actives 0.19% (n = 62,000);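 note: each value is inhibition by a whole ten-compound pool holding the compound; 0% = enzyme with no mixture and 100% = wells lacking enzyme; strong numbers were not always called active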
Target sequence (P03951 19-387 limits assumed): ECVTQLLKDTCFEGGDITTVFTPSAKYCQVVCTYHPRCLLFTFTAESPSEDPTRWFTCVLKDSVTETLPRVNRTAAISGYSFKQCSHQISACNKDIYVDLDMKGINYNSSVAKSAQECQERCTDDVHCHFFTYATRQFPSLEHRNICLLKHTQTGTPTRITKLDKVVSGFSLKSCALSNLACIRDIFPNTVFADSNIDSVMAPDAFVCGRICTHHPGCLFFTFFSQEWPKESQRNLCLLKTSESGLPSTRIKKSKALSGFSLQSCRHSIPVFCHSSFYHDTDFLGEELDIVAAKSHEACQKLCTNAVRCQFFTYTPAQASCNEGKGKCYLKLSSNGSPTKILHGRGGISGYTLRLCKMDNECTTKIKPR
Target sequence (P03951 388-625 limits assumed): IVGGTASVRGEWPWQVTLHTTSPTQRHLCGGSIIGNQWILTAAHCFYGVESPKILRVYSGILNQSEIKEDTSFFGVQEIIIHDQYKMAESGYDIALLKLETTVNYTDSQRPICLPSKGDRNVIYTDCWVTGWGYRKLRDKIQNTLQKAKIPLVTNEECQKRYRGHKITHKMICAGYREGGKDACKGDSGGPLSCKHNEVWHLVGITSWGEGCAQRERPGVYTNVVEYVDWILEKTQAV
Cdc25B block: inhibitors of human Cdc25B phosphatase; P30305; recombinant Cdc25B, OMFP fluorescence Ex485/Em525; inhibition, %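 (compounds tested at 10 µM final in the well)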; actives 0.1% (n = 65,000); in the data active = inhibition above about 50%
* hit, by the source's call; nt = not tested or not shown. Cut-off read from the data, not from the text of the source, unless noted: active = inhibition above about 20% (passing the limit was not always enough); inactive = the rest.

SMILES	DUSP1 inh	Hsp90 inh	Abs 340nm	JNK3 blocker	FXIIa inh mix	MMP-13 inhibitor	AP ELISA ortho	FXIa mix inh	Cdc25B block
CCOC(=O)c1c(C)[nH]c2cc(Br)c(O)cc12	-7	0	1	8	4	0	-2	-8	-11
Cc1cccn2c(=O)c3cc(C(=O)Nc4ccc(N(C)C)cc4)n(C)c3nc12	13	-2	1.1	0	-1	-1	14	-9	5
CCC(C)NC(=O)c1ccc(NC(=O)C2CCCO2)cc1 (stereo not given)	-6	nt	0.97	nt	0	3	13	4	-3
CNC(=O)CSc1nnc(COc2ccc(Cl)cc2)n1CCOC	5	-6	1	4	-2	5	9	2	2
c1ccc(COc2cccc(CN3CCN(c4ccccn4)CC3)c2)cc1	-4	0	1.1	-7	-2	0	17	6	-24
Oc1ccccc1C1=NCCNC(C(F)(F)C(F)F)=C1	-4	-6	1.1	-2	4	1	18	11	-8
Cc1ccc(-n2c(Cc3cccn3C)nnc2SCC(=O)Nc2ccc3c(c2)OCO3)cc1	8	-2	0.99	4	0	-12	5	2	-19
CCOC(=O)c1c(N)nn(C(=O)C(C)C)c1-c1ccccc1	-6	4	0.99	2	1	-1	0	3	-6
CC(C)C(=O)N1CCN(c2ccc(NC(=O)c3ccc(Br)o3)cc2)CC1	22	-1	1.1	-1	5	9	18	4	-8
CCOc1ccc2[nH]c(=O)c(CN(Cc3ccco3)C(=O)c3cccc(F)c3)cc2c1	5	-1	1	-9	-15	-18	10	-1	-8
CC(C)C(OC(=O)C1CCCO1)C(=O)NC1CCCC1 (stereo not given)	6	-1	1	4	-1	6	-11	0	-8
Cc1ccc(S(=O)(=O)N2CCCC(c3nnc4n3-c3ccccc3SC4)C2)cc1 (stereo not given)	21	-1	1	-9	4	5	1	5	0
CC(=O)Nc1ccc(S(=O)(=O)Nc2ccc(N3CCOCC3)c(F)c2)cc1	-6	-1	1	-3	2	1	3	1	4
O=S(=O)(c1cccc(-c2csc(-c3ccccc3)n2)c1)N1CCOCC1	-16	-7	1	-6	nt	-2	nt	nt	3
Cc1ccsc1C(=O)OC1CCOC1=O (stereo not given)	10	-3	1	-3	5	0	10	8	-10
CCOc1ccccc1C(=O)NC1CC2CCCC(C1)N2Cc1nnnn1Cc1ccco1 (stereo not given)	-10	-1	1	-1	5	0	-5	9	-4
COC(=O)C(CC(C)C)NC(=O)CSc1nc(-c2ccccc2)c(C#N)c(=O)[nH]1 (stereo not given)	6	-1	0.99	9	10	-6	9	9	-1
COc1ccccc1C(=O)N1CCN(CCc2ccccc2)CC1	-4	-1	1	-2	5	7	-18	2	-6
COc1ccc(NC(C)=O)cc1NC(=O)CSc1nnc(-c2ccc(F)cc2)n1N	1	-5	1.1	0	0	-1	-14	7	5
Cc1ccc(CNc2oc(COc3ccccc3Cl)nc2C#N)cc1	-22	-1	1	-6	nt	-7	nt	nt	20
c1ccc(-c2ccccc2-c2nc(-c3ccncc3)no2)cc1	-2	-2	1	0	0	4	14	7	-10
Cc1ccc(C)c(C(=O)NCCN(C)C)c1	-4	-1	1.1	-2	8	3	15	0	-4
CC1=C(C(=O)OCc2ccccc2)C(c2ccccc2OC(F)F)NC(=O)N1 (stereo not given)	9	-1	1.1	-3	-5	2	15	4	0
CCOC(=O)c1c(CN2CCC(C)CC2)oc2ccc(OC)cc12	-5	-2	1	-4	2	-9	13	-9	-16
CCOC(=O)c1ccc(N2C(=O)C(O)=C(C(C)=O)C2c2ccccn2)cc1 (stereo not given)	8	0	0.99	-3	0	3	9	4	-1
CC(=O)c1c(COC(=O)c2ccco2)nc2ccccc2[n+]1[O-]	5	-7	1.1	3	10	-7	19	13	10
O=C(Cn1c(=O)oc2ccccc21)NC(=O)NCc1ccco1	8	-1	1	nt	0	1	1	-1	-1
CCOc1ccc(-c2nnc(N)s2)cc1	5	-3	1	10	-1	-3	11	0	-5
Nc1ccc(Cl)c(NC(=O)c2cccs2)c1	7	-1	0.97	3	3	-5	7	11	-10
Cc1cc(=O)n2[nH]c(-c3ccccc3Cl)cc2n1	-14	4	0.98	-8	-13	-14	-1	2	-11
CCOc1ccccc1NC(=O)N1CCC(NC(=O)c2ccccc2C)CC1	13	-1	1	nt	6	-4	6	5	0
CSCC[C@H](NC(=O)OC(C)(C)C)c1nnc(SCc2ccc(F)cc2)o1	24	-4	1	1	-11	-1	-4	1	-17
O=C(CSc1nc(-c2ccco2)cc(C(F)(F)F)n1)NCCc1ccccc1	-2	1	1.1	2	8	-6	2	-8	-19
O=C(c1cccs1)N1CCN(C(=O)N2CCOCC2)CC1	6	1	0.98	2	2	-2	2	15	-9
COc1cccc(CNn2c(-c3cccc(C)c3)nc3ccccc3c2=O)c1O	3	6	1	2	-4	7	10	6	-12
Cc1cc(C)c2oc(-c3ccc(Cl)c(NC(=O)c4ccc(C#N)cc4F)c3)nc2c1	11	-9	1.1	-2	8	-7	0	0	-6

Reprinted from the part before: 4 compounds, then new ones.
SMILES	DUSP1 inh	Hsp90 inh	Abs 340nm	JNK3 blocker	FXIIa inh mix	MMP-13 inhibitor	AP ELISA ortho	FXIa mix inh	Cdc25B block
O=C(CSc1nc(-c2ccco2)cc(C(F)(F)F)n1)NCCc1ccccc1	-2	1	1.1	2	8	-6	2	-8	-19
O=C(c1cccs1)N1CCN(C(=O)N2CCOCC2)CC1	6	1	0.98	2	2	-2	2	15	-9
COc1cccc(CNn2c(-c3cccc(C)c3)nc3ccccc3c2=O)c1O	3	6	1	2	-4	7	10	6	-12
Cc1cc(C)c2oc(-c3ccc(Cl)c(NC(=O)c4ccc(C#N)cc4F)c3)nc2c1	11	-9	1.1	-2	8	-7	0	0	-6
COc1ccc(N(CC(=O)N2c3ccccc3CC2C)S(=O)(=O)c2c(C)nn(C)c2C)cc1 (stereo not given)	11	-1	1	-7	9	7	19	5	-5
O=C(NCC1CCCO1)C1CC(=O)N(C2CCCCCC2)C1 (stereo not given)	-4	-2	1	4	11	-8	-1	1	-7
Cc1cc(C(=O)CSc2nnc(Cc3ccccc3)o2)c(C)n1Cc1ccc2c(c1)OCO2	11	nt	1	nt	30	3	0	-8	3
C#CCN1C(=O)C(O)(CC(=O)c2ccc(OC)c(OC)c2)c2ccccc21 (stereo not given)	3	4	1	0	5	-4	-2	4	-12
Cc1nc(CNS(=O)(=O)c2ccc(Oc3ccccc3)cc2)cs1	0	-1	0.96	7	nt	4	nt	nt	1
NCC12CC3CC(C1)CC(CN)(C3)C2	9	-4	0.98	-4	5	-14	10	14	13
CCCOc1ccc(C(=O)N2CCCC2C(=O)O)cc1 (stereo not given)	-21	-3	1	4	nt	1	nt	nt	0
CCOC(=O)Cn1cc(C(=O)c2cccs2)c2ccccc21	-2	0	1.2	-2	-6	3	-10	-32	-17
O=S(=O)(Nc1cccnc1)c1cccs1	-3	0	0.96	1	5	1	5	45*	-3
COc1ccc(C2c3c(-c4ccccc4O)n[nH]c3C(=O)N2CCc2ccc(OC)c(OC)c2)cc1 (stereo not given)	29	4	0.99	2	-19	-2	8	1	9
O=C(COc1ccc(S(=O)(=O)N2CCOCC2)cc1)Nc1ccc2c(c1)OCCO2	2	-4	1.1	-4	6	-1	-6	-4	-6
O=C(COc1cccc(Oc2ccccc2)c1)Nc1ncccn1	-6	0	0.99	4	0	1	-10	1	-18

In another format: entries from further up.
Screens in order – DUSP1 inh | Hsp90 inh | Abs 340nm | JNK3 blocker | FXIIa inh mix | MMP-13 inhibitor | AP ELISA ortho | FXIa mix inh | Cdc25B block
> O=C(COc1ccc(S(=O)(=O)N2CCOCC2)cc1)Nc1ccc2c(c1)OCCO2
    2 | -4 | 1.1 | -4 | 6 | -1 | -6 | -4 | -6
> O=C(COc1cccc(Oc2ccccc2)c1)Nc1ncccn1
    -6 | 0 | 0.99 | 4 | 0 | 1 | -10 | 1 | -18

More records follow:
SMILES	DUSP1 inh	Hsp90 inh	Abs 340nm	JNK3 blocker	FXIIa inh mix	MMP-13 inhibitor	AP ELISA ortho	FXIa mix inh	Cdc25B block
COc1cc(C(C)=O)ccc1OCC(O)CNCC1(N2CCCCC2)CCCCC1 (stereo not given)	18	-3	1.1	-7	10	-2	12	9	-3
COC(=O)c1ccccc1Nc1cc(C)nc2nc(C)nn12	-14	-1	1.1	3	7	2	16	8	-15
COc1cc(OC)c2c(c1)OC(c1ccc(OC)c(OC)c1)C(O)C2=O (stereo not given)	-5	-3	1	1	9	1	9	4	-9
COc1ccc(NS(=O)(=O)c2ccc(OC)c3ccccc23)cn1	-8	-4	1	-8	12	-4	6	8	2
COc1ccc(OC)c(N=CC2=C(O)CC(C)(C)CC2=O)c1	12	9	1.2	-13	3	6	-9	4	-5
O=C(c1ccco1)N1CCN(C(c2ccccn2)c2nnnn2C2CCCC2)CC1 (stereo not given)	6	0	0.99	5	11	-1	2	5	2
COc1ccc(-c2noc(-c3ccccc3C(=O)Nc3cccnc3)n2)cc1	-4	-13	0.97	-3	3	3	5	0	3
Cn1c(=O)oc2cc(S(=O)(=O)NCCC(=O)NC3CCCc4ccccc43)ccc21 (stereo not given)	7	-3	1	-6	5	-4	9	5	-3
Cc1ccc(OCCC(=O)OCC(=O)Nc2ccc(Cl)cn2)cc1	18	nt	1	nt	2	2	13	11	-4
CCn1c(Cc2ccccc2)nnc1SCC(=O)Nc1nc(C)c(C)s1	1	2	1	8	0	-2	8	11	-10
CN1CCN(CC(=O)Nc2sc3c(c2C#N)CCC(C(C)(C)C)C3)CC1 (stereo not given)	16	-3	1.1	4	4	2	4	9	-18
CCCC(=O)Nc1cccc(C(=O)Nc2nccs2)c1	6	nt	1	nt	1	7	9	2	-8
c1csc(-c2nc3nc4ccccc4nc3n2Cc2ccc3c(c2)OCO3)c1	5	-2	1.1	6	8	-27	8	-18	6
COc1cccc(NC(=O)c2ccccc2-c2nc(-c3ccc(F)cc3)no2)c1	9	4	1.1	6	12	4	15	8	-9
O=S(=O)(Nc1nc(CN2CCOCC2)nc2sc3c(c12)CCCC3)c1cc(F)ccc1F	32	-7	1	4	5	-12	8	-8	-4
CC(NC(=O)CC(O)(C(F)(F)F)C(F)(F)F)c1ccccc1 (stereo not given)	-5	-1	1	3	5	6	5	5	-9
CCCc1ccc(C(C)NC(=O)c2cnccn2)cc1 (stereo not given)	12	-5	1	-8	-14	1	9	0	-19
Cn1c(=O)oc2cc(S(=O)(=O)N3CCCC3)ccc21	-3	0	1.1	-6	-7	-1	7	-18	-1
CC(C)CC(c1nnnn1C(C)(C)C)N1CCN(C2CCCC2)CC1 (stereo not given)	-17	-2	0.99	0	-6	-1	-7	-1	-18
COC(=O)c1cc(OC)c(OC)cc1NC(=O)CCCCCN1C(=O)CCC1=O	3	-9	1	1	0	-12	3	9	-10
O=C(c1ccc(-c2ccccc2)cc1)N1CCN(c2ncccn2)CC1	0	-3	1	-9	-21	1	9	8	-17
NC(=O)c1c(-c2ccccc2)oc2ccc(O)cc12	4	-7	0.97	10	2	1	-6	5	-6
COc1cccc2cc(C(C)=O)c(=O)oc12	5	-2	1.1	-4	0	4	12	5	3
COc1ccccc1S(=O)(=O)Cc1ccc(C(=O)N2CCN(c3ccccn3)CC2)o1	2	1	0.98	-5	-17	7	7	8	-5
CCn1cc(C(=O)Nc2ccc(NC(=O)c3ccco3)cc2)c(=O)c2ccc(C)nc21	10	1	1.1	-10	nt	-6	nt	nt	5
COC(=O)c1cc(NCc2ccccc2F)ccc1N1CCOCC1	42	5	0.99	-5	-1	4	18	3	-1
COc1ccc(NC(=O)Cn2nnc(C(=O)NCc3ccccc3)c2N)cc1Cl	6	0	1	0	-4	-1	13	6	-7
CC(=O)Nc1ccc(C(=O)CSc2nnnn2C(C)C)cc1	10	2	0.99	1	4	8	11	10	0
Cc1ccc(SCc2[nH]nc3c2C(c2ccc(C)o2)C(C#N)=C(N)O3)cc1 (stereo not given)	2	-6	1	10	6	3	-15	86*	18
CN(C)c1nc(N)nc(CSc2n[nH]c(-c3ccccc3)n2)n1	15	-3	1	-6	1	-1	2	-1	-10

High-throughput results from PubChem BioAssay.
